CSN inh: CSN deneddylation inhibition; Q92905; Purified CSN, SCF-Nedd8-OG deneddylation, fluorescence polarization; inhibition, % at 12.5 µM; hit rate 0.38% among 360,000; AID 651999;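 active = pattern-corrected inhibition above about 35%, with an unprinted fluorescence ratio check between 0.5 and 1.5, limit read from the data, passing the limit was not always enough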;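 note: 0% = enzyme with substrate and 100% = substrate without enzyme; some results filed as inactive read as strong as hits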
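Detection – fluorescence polarization · System – HEK293T-derived human Csn5 enzyme · Controls – substrate-only high control, full reaction low control · Timing – 90 min, room temperature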
DNMT1 inh: DNMT1 (human) enzyme inhibition; DNMT1 molecular beacon, Hinp1I cleavage, fluorescence; inhibition (reported as % activation of signal), % at 10 µM; hit rate 0.83% among 360,000; in the data active = inhibition above about 50%
Rpn11 block: Rpn11 (human) deubiquitinase inhibition; AID 588493; calls only at 20 µM; O00487; hit rate 0.59% among 360,000; human 26S proteasome, Ub4-pepOG fluorescence polarization; 20S core pre-blocked with epoxomicin;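 active = inhibition at 20 µM, scaled to each plate's controls, above about 33%, limit read from the data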
TbMetRS inhib: Trypanosoma brucei MetRS inhibition. purified T. brucei MetRS, ATP depletion, Kinase-Glo luminescence. inhibition, % at 11.9 µM. hit rate 0.4% among 360,000. AID 624268;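 active = inhibition above a per-plate cutoff of the control wells' mean inhibition plus 3 SD, cut at about 5.5% in these data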;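 note: 0% = DMSO wells median and 100% = median of wells with control inhibitor compound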
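Test system: purified T. brucei MetRS enzyme. Also added: ATP, methionine and E. coli bulk tRNA substrates. Compound: 11.9 µM single point. Schedule: 15 min enzyme-compound preincubation, 2 h reaction, 10 min detection, 25 °C. Signal: luciferase luminescence of residual ATP, Kinase-Glo. Evaluation: percent inhibition versus plate control medians. Controls: DMSO wells, low control.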
SUMO1 PPI mod: modulators of human SUMO1-mediated protein-protein interactions; P63165; SUMO1 binding to a labelled peptide, TR-FRET, 1 h; inhibition, % at 20 µM; hit rate 0.33% among 360,000; AID 602429; in the data active = inhibition above about 37%
Target sequence (P63165 whole entry, looked up): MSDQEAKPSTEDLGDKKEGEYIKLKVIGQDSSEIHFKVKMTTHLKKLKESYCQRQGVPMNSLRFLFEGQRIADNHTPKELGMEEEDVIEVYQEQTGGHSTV
NadD inh: NadD (S. aureus) enzyme inhibition; purified NadD enzyme, colorimetric absorbance read-out; inhibition, % at 20 µM; hit rate 0.78% among 360,000; in the data active = inhibition above about 26%; note: some compounds past the cut are filed as inactive
STEP inh: STEP (human) phosphatase inhibition; AID 588621; hit rate 0.25% among 360,000; inhibition, % at 20 µM; recombinant STEP, OMFP fluorogenic substrate, fluorescence;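 active = inhibition at 20 µM, scaled per plate between control wells, above about 37%, limit read from the data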;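 note: 0% = DMSO with enzyme and substrate and 100% = substrate only without enzyme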
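Material: STEP (striatal-enriched tyrosine phosphatase) enzyme, cell-free; Compound dosing: 20 µM single dose in 1% DMSO; Technique: fluorescence read at 480 nm ex / 540 nm em; Times: reaction 20 min, ambient temperature; Medium: 50 mM Bis-Tris pH 6.0 with 2.5 mM DTT and 0.005% Tween 20; Also added: OMFP at 25 µM.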
LMPTP inh: LMPTP (human) inhibition; recombinant LMPTP-A, OMFP fluorogenic substrate, fluorescence intensity; inhibition, % at 20 µM; hit rate 0.22% among 360,000;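 active = compounds that cut the enzyme signal by at least half of the control window in the single-dose screen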;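 note: plate controls were DMSO wells with enzyme plus substrate for no effect and substrate without enzyme for full effect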
Target sequence (P24666 whole entry, looked up): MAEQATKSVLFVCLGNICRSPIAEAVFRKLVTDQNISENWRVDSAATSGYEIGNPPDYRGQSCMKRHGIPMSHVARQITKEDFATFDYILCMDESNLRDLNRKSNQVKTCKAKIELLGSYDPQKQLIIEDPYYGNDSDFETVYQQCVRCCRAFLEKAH
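Buffer or medium: Bis-Tris pH 6.0, DTT, detergent; Assay system: LMPTP-A enzyme; Quantity: 0.625 nM enzyme; Detection: endpoint fluorescence intensity; Times: 50 min dark incubation at room temperature; Controls: substrate-only low control, DMSO enzyme-plus-substrate high control; Doses: single 20 µM dose; Read-out: percent inhibition versus substrate-only and uninhibited controls; Reagent: 400 µM OMFP.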
PABP1 MLLE inh: blocks PAM2 peptide binding to the PABP1 MLLE domain; inhibition, % at 20 µM; AID 588489; P11940; hit rate 0.36% among 360,000; GST-MLLE / FITC-PAM2 fluorescence polarization; in the data active = inhibition above about 35%, passing the limit was not always enough;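 note: plate controls were DMSO wells with GST-MLLE for no effect and wells lacking GST-MLLE protein for full effect; some results filed as inactive read as strong as hits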
Target sequence (P11940 whole entry, looked up, the tested form may be a part): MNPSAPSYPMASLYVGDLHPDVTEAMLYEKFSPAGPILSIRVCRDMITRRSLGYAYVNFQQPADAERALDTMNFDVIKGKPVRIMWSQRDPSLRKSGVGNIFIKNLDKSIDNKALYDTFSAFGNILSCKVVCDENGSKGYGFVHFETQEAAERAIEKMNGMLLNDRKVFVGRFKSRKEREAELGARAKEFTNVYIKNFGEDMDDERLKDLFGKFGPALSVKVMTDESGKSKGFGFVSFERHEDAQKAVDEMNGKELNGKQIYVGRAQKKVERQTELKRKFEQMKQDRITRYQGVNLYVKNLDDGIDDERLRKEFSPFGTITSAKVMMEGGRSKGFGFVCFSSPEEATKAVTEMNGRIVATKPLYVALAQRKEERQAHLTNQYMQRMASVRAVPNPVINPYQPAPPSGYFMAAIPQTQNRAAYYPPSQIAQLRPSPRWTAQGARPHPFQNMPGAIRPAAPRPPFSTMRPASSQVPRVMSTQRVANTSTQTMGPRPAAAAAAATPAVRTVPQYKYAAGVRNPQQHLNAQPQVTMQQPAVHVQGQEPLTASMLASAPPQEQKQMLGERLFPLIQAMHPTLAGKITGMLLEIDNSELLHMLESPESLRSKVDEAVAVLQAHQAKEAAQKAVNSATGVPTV
Scp1 inh: inhibitors of human Scp-1 phosphatase; Q9GZU7; Recombinant Scp1, phosphopeptide, malachite green phosphate absorbance; inhibition, % at 20 µM; hit rate 0.88% among 340,000;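 active = inhibition above about 50% at 20 µM, limit read from the data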;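 note: plate controls were DMSO wells with enzyme for no effect and wells lacking enzyme for full effect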
Target sequence (Q9GZU7 76-261 limits assumed): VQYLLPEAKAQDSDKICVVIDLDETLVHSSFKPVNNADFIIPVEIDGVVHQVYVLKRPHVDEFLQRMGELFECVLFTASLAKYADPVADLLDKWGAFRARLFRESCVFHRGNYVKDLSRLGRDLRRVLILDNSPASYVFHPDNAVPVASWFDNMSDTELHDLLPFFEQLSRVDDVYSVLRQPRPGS
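System: truncated SCP-1 phosphatase (76-261aa); medium: Tris acetate buffer pH 5.5 with MgCl2 and Tween-20; incubation: 45 min room-temperature reaction, 5 min colour, 30 min stabiliser; compound: single 20 µM dose, 1% DMSO; reagent: Phosphorylated 17-residue peptide substrate; read-out: % inhibition at 20 µM; technique: colorimetric free-phosphate detection, absorbance 630 nm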
Starred values were filed as active, the others as inactive; i = inactive; nt = not tested or not shown.

SMILES	CSN inh	DNMT1 inh	Rpn11 block	TbMetRS inhib	SUMO1 PPI mod	NadD inh	STEP inh	LMPTP inh	PABP1 MLLE inh	Scp1 inh
CCN1CCN(c2cc(=O)n(-c3cc(Cl)ccc3C)c(=O)[nH]2)CC1	5	4	i	-0.8	3	1	-4	-4.3	23	-3
N#CCCn1cc(/C=C/C(=O)O)c(-c2ccc(F)cc2)n1	6	-3	i	-0.1	-2	-3	-3	-1.3	-9	-5
CC(C)c1ccc(NS(=O)(=O)c2ccc(-n3cccn3)cc2)cc1	-2	-1	i	1.0	2	-1	-1	4.0	15	-10
COC(=O)C1=C(C(=O)OC)[C@@H]2N(C)c3ccc(OC)cc3[C@@]23C[C@@H](C(=O)OC)N(S(=O)(=O)c2ccc(OC)cc2)C3=N1	3	-10	i	-0.3	-3	2	1	2.7	-13	0
O=C(C1CCCO1)N1CCN(S(=O)(=O)c2ccc(Cl)cc2)CC1 (centres undefined)	2	-2	i	-0.4	0	-4	-2	-0.2	2	-7
CCOc1nc(Nc2ccc(Cl)cc2)nc(OCC)n1	-1	4	i	-1.0	2	-5	-1	1.0	5	-12
CC(C)(CO)NS(=O)(=O)c1ccc2c(c1)C(=NO)c1cc(S(=O)(=O)NC(C)(C)CO)ccc1-2	0	-4	i	0.4	-14	-7	-2	0.0	-7	12
Cc1ccc(Cl)cc1N(CC(=O)N1CCOCC1)S(C)(=O)=O	2	0	i	0.0	4	-3	-2	-2.4	-3	-4
CC(=O)c1c(C)[nH]c(C(=O)NCCC2=CCCCC2)c1C	1	-2	i	-0.2	1	3	-14	-0.2	-3	-5
O=C(COC(=O)/C=C/c1ccccc1)NC1CCCC1	-3	2	i	-0.4	-8	-4	-1	-1.9	4	-1
O=C(NC1CCCC1)C1c2ccccc2OCC(=O)N1CCc1ccccc1 (centres undefined)	-8	nt	nt	-0.8	3	4	nt	-1.8	nt	nt
Clc1ccc2c(N/N=C/c3ccc(Br)cc3)ccnc2c1	-18	66*	i	-0.1	1	19	11	5.2	-64	-3
COc1ccc(CN2CCC(C)(Oc3ccc(C(C)=O)cc3)C2)c2ccccc12 (centres undefined)	-4	-5	i	-0.1	-10	-5	0	0.5	5	nt
COC(=O)C(C(=O)Nc1ccc(OC)cc1)C1CCCCCC1 (centres undefined)	0	-1	i	0.2	-2	-7	-2	0.5	-8	-10
CCOC(=O)c1nn(-c2ccc(Cl)cc2)cc1O	3	1	i	0.0	-4	-2	1	0.5	-1	-2
O=C(O)c1[nH]c2ccc([N+](=O)[O-])cc2c1-c1ccccc1	1	7	i	-1.4	-23	-5	-1	3.4	9	-7
COc1ccc(CN(C(=O)Cn2nnc(-c3ccc(C)o3)n2)C(C(=O)NCC2CCCO2)c2ccco2)cc1 (centres undefined)	1	5	i	-0.3	-2	1	0	0.0	3	-5
c1ccc(OCc2nn3c(-c4ccncc4)nnc3s2)cc1	-2	1	i	-0.7	-2	-2	1	-1.3	-4	3
C=CC[C@@H](CC(=O)N(CCO)Cc1ccccc1)C(=O)N[C@H](COC(=O)[C@@H](CC=C)Cc1ccc(F)cc1)c1ccccc1	-5	-14	i	-0.2	6	-1	4	4.9	-4	-9
COc1ccccc1C(=O)NNC(=O)C1CCN(C(=O)OC(C)(C)C)CC1	-2	0	i	-0.1	3	-2	1	0.4	2	-4
COc1ccc(CC(=O)NCc2nnc(SCC(=O)Nc3ccccc3)n2C)cc1	-1	2	i	-0.9	3	-3	-4	0.8	14	-2
CN(c1ccc(OC(=O)c2ccc(-n3cncn3)c([N+](=O)[O-])c2)cc1)S(=O)(=O)c1ccccc1	-5	-5	i	4.7	-32	1	-2	2.5	4	0
O=C(COC(=O)Cn1c(C(F)(F)F)nc2ccccc21)Nc1ccc2c(c1)OCCO2	-2	0	i	-1.2	3	-4	-2	0.5	-3	-3
N#C/C(=C\c1cccnc1)C(=O)NC1CCCCC1	2	-1	i	-0.8	-2	-1	-1	-1.6	3	-4

Shown with two lines to a compound: 13 of the compounds above.
Below each SMILES: CSN inh, DNMT1 inh, Rpn11 block, TbMetRS inhib, SUMO1 PPI mod, NadD inh, STEP inh, LMPTP inh, PABP1 MLLE inh, Scp1 inh
CCN1CCN(c2cc(=O)n(-c3cc(Cl)ccc3C)c(=O)[nH]2)CC1
 : 5, 4, i, -0.8, 3, 1, -4, -4.3, 23, -3
N#CCCn1cc(/C=C/C(=O)O)c(-c2ccc(F)cc2)n1
 : 6, -3, i, -0.1, -2, -3, -3, -1.3, -9, -5
CC(C)c1ccc(NS(=O)(=O)c2ccc(-n3cccn3)cc2)cc1
 : -2, -1, i, 1.0, 2, -1, -1, 4.0, 15, -10
COC(=O)C1=C(C(=O)OC)[C@@H]2N(C)c3ccc(OC)cc3[C@@]23C[C@@H](C(=O)OC)N(S(=O)(=O)c2ccc(OC)cc2)C3=N1
 : 3, -10, i, -0.3, -3, 2, 1, 2.7, -13, 0
O=C(C1CCCO1)N1CCN(S(=O)(=O)c2ccc(Cl)cc2)CC1 (centres undefined)
 : 2, -2, i, -0.4, 0, -4, -2, -0.2, 2, -7
CCOc1nc(Nc2ccc(Cl)cc2)nc(OCC)n1
 : -1, 4, i, -1.0, 2, -5, -1, 1.0, 5, -12
CC(C)(CO)NS(=O)(=O)c1ccc2c(c1)C(=NO)c1cc(S(=O)(=O)NC(C)(C)CO)ccc1-2
 : 0, -4, i, 0.4, -14, -7, -2, 0.0, -7, 12
Cc1ccc(Cl)cc1N(CC(=O)N1CCOCC1)S(C)(=O)=O
 : 2, 0, i, 0.0, 4, -3, -2, -2.4, -3, -4
CC(=O)c1c(C)[nH]c(C(=O)NCCC2=CCCCC2)c1C
 : 1, -2, i, -0.2, 1, 3, -14, -0.2, -3, -5
O=C(COC(=O)/C=C/c1ccccc1)NC1CCCC1
 : -3, 2, i, -0.4, -8, -4, -1, -1.9, 4, -1
O=C(NC1CCCC1)C1c2ccccc2OCC(=O)N1CCc1ccccc1 (centres undefined)
 : -8, nt, nt, -0.8, 3, 4, nt, -1.8, nt, nt
Clc1ccc2c(N/N=C/c3ccc(Br)cc3)ccnc2c1
 : -18, 66*, i, -0.1, 1, 19, 11, 5.2, -64, -3
COc1ccc(CN2CCC(C)(Oc3ccc(C(C)=O)cc3)C2)c2ccccc12 (centres undefined)
 : -4, -5, i, -0.1, -10, -5, 0, 0.5, 5, nt

Single records (already shown). Values in the order: CSN inh, DNMT1 inh, Rpn11 block, TbMetRS inhib, SUMO1 PPI mod, NadD inh, STEP inh, LMPTP inh, PABP1 MLLE inh, Scp1 inh
c1ccc(OCc2nn3c(-c4ccncc4)nnc3s2)cc1 is entered as -2, 1, i, -0.7, -2, -2, 1, -1.3, -4, 3
COc1ccccc1C(=O)NNC(=O)C1CCN(C(=O)OC(C)(C)C)CC1 is entered as -2, 0, i, -0.1, 3, -2, 1, 0.4, 2, -4

Going on with the list:
SMILES	CSN inh	DNMT1 inh	Rpn11 block	TbMetRS inhib	SUMO1 PPI mod	NadD inh	STEP inh	LMPTP inh	PABP1 MLLE inh	Scp1 inh
COc1ccc(C2CC(c3cccs3)=NN2C(=O)CSc2nc(=O)n3ccc(C)cc3n2)cc1 (centres undefined)	4	13	i	-0.5	-1	46*	1	18	-21	23
CCCC(=O)N1CCN(c2ccc(NC(=O)c3cccs3)cc2)CC1	-2	-1	i	0.1	1	-2	5	0.2	-6	-5
COCCNC(=O)c1ccc(-c2ccc(OC)cc2C)c2ccoc12	-1	-3	i	-0.2	4	0	-4	0.4	-5	nt
COc1ccc(NC(=O)CCS(=O)(=O)c2cccc3nonc23)cc1	-4	0	i	-1.2	-33	-3	-2	-1.8	-13	-1
Cc1ccc2nc(SCC(=O)N3N=C(c4cccs4)CC3c3ccc(F)cc3)nc(=O)n2c1 (centres undefined)	3	-1	i	0.4	-31	17	1	-0.2	-5	nt
O=C(CCC(=O)N1CCOc2ccc(Cl)cc21)NCCN1CCOCC1	8	-4	i	-0.1	5	5	-1	-1.5	-7	-4
CCc1cc(=O)oc2cc(OC(=O)c3ccco3)ccc12	2	3	i	-0.1	1	-4	2	1.2	-3	-5
Cc1ccc2nc(N(CCCN(C)C)C(=O)CCc3ccccc3)sc2c1	-1	-2	i	0.4	4	-1	-3	0.5	12	-5
O=C(CCNC(=O)c1ccc(Br)o1)NCc1ccccc1Cl	4	4	i	-0.1	1	-4	8	-0.3	12	-2
O=C(Nc1cccnc1)c1cccc(NC(=O)c2ccco2)c1	-3	5	i	-0.1	3	0	-3	0.9	0	0
O=c1[nH]c2ccc(S(=O)(=O)Nc3ccc(Cl)cc3)cc2o1	-2	1	i	0.0	1	-2	-3	2.0	-11	-9
Cn1cccc1CC(=O)N/N=C\c1ccccc1	-16	0	i	-1.0	2	-6	2	0.1	3	8
CCC(C)C(=O)Nc1nc(-c2ccc3c(c2)NC(=O)CO3)cs1 (centres undefined)	6	-3	i	0.1	3	0	-2	13	16	-19
CCCNC(=O)c1cc(C2CCCCN2C(=O)c2cccs2)on1 (centres undefined)	-4	0	i	0.9	-1	0	1	-1.6	3	nt
O=C(c1cc(C2CC2)nn1-c1ccccc1)N1CCN(c2ccccc2O)CC1	-1	-11	i	-0.3	7	1	0	0.4	0	-3
CCn1c(=O)c(C(=O)CN2CCCc3ccccc32)c(N)n(Cc2ccccc2)c1=O	48*	6	nt	-0.1	-19	18	-16	4.9	-44	7
Cc1nc2cc(Cl)ccc2n1-c1ccccc1	2	-4	i	0.2	-3	-8	1	-2.1	-8	-6
CCN(CC)C(=O)Cn1cc(C(=O)C(=O)NCCCn2ccnc2)c2ccccc21	-4	3	i	-0.3	1	-3	-2	-0.6	-22	-3
Cc1nn(-c2ccccc2)c2[nH]c(C(F)(F)F)cc(=O)c12	3	1	i	0.9	3	-2	-2	2.0	-9	-10
O=C(COC(=O)Cc1c[nH]c2ccccc12)NC1CCCCC1	-1	0	i	0.1	2	-2	-5	1.0	6	-9
COC(=O)c1cc(OC)c(OC)cc1NC(=S)N1CCN(Cc2ccccc2)CC1	5	-3	i	0.2	0	1	2	-1.4	-26	-9
CCOc1ccc2[nH]c3c(NCC(C)C)ncnc3c2c1	-3	0	i	1.2	7	-7	0	-0.1	9	-13
Clc1ncn(CCOc2ccccc2)c1Cl	-1	4	i	-0.7	3	-5	-3	0.3	0	-3
CCCCn1c(N)c(N(C(=O)CSc2nnnn2-c2ccccc2C)C2CCCC2)c(=O)[nH]c1=O	0	0	i	-0.2	-2	-3	-2	0.0	-20	-8

Screens (PubChem BioAssay)

Not a hit list. About 3.6% of those tested had a hit in this group.
